mIDH1 inhibitor – qHTS for Inhibitors of mutant isocitrate dehydrogenase 1 (IDH1): qHTS | 390,000 compounds, 0.093% hits | Potency, µM (top dose mostly 76.6 µM), without a hit: at the top dose activity change, negative = inhibition, hits mostly inhibitors | Isocitrate dehydrogenase [NADP] cytoplasmic (Homo sapiens), O75874 | IDH1-R132H enzyme, NADPH consumption, diaphorase/resazurin fluorescence | AID 602179, 2012; note: potency is the fitted concentration of half-maximal effect; % is set by controls: 0 for no effect and ±100 for the full control effect; nearly all actives have a fitted effect of over 65% in size
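IDH1-R132H (0.5 ug/mL) preincubated 30 min with compound, then NADPH (0.016 mM) and alpha-KG (2 mM) added; 80 min at RT, pH 7.5. Remaining NADPH coupled via diaphorase/resazurin to fluorescence (540/590 nm); concentration-response curves normalized to no-enzyme control.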
rTrxR1 inhibitor – qHTS Assay for Inhibitors of Mammalian Selenoprotein Thioredoxin Reductase 1 (TrxR1): qHTS | recombinant rTrxR1, NADPH fluorescence consumption, selenite substrate | Thioredoxin reductase 1, cytoplasmic (Rattus norvegicus), O89049 | Potency, µM (titrated, usually from 114 µM), inactives show top-dose activity change, negative = inhibition, most hits filed as inhibitors | 390,000 compounds, 1% hits; note: potency is the fitted concentration of half-maximal effect; % is set by controls: 0 for no effect and ±100 for the full control effect; nearly all actives have a fitted effect of over 65% in size
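Rat TrxR1 (90 nM in the dispensed reagent) was pre-reduced with 400 uM NADPH for 5 min at room temperature, then incubated with compound for 15 min. After 400 uM selenite was added, NADPH fluorescence (Ex 340/Em 450 nm) was followed for 8 min.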
PI4K2A inh – qHTS for small molecular inhibitors of PI4K2A; activity change, negative = inhibition, % at 76.9 µM; 420,000 compounds, 0.13% hits; purified PI4K2A, ADP-Glo luminescence, 1 h; stronger effect = lower value; in the data active = activity change below about -50%; inconclusive = mostly about -30% to -49%;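 note: -100% = wells without enzyme as full effect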
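ADP-Glo luminescence measured ADP generated by PI4K2A enzyme (4 ug/mL before mixing) with 1.2 mM PI substrate (pre-mix) and 300 microM ATP (pre-mix). Tris pH7.5 buffer with MgCl2, Triton X-100; 1 h reaction at ambient temperature.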
HP1b binding inh – HTS for Inhibitors of HP1-beta Chromodomain Interactions with Methylated Histone Tails; AlphaScreen HP1-beta / biotin-H3K9me3 peptide binding; Potency, µM (highest dose often 114 µM), for inactives: at the top dose activity change, negative = inhibition, usual class: inhibitors; 390,000 compounds, 0.56% hits; note: potency is the fitted concentration of half-maximal effect; nearly all actives have a fitted effect of over 70% in size; inactives centre near 23
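Compound inhibition of the preformed complex between 50 nM HP1-beta and 50 nM biotinylated H3K9me3 peptide was read by AlphaScreen. Buffer was PBS pH 7.4 with 0.01% Tween-20. Incubations ran 30 min at room temperature, with 10 ug/mL donor/acceptor beads.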
GLS inhibitor – qHTS for Inhibitors of Glutaminase (GLS); GLS enzymatic activity, qHTS titration; AID 624170, 2012; Potency, µM (highest dose often 45.5 µM), without a hit: at the highest dose activity change, negative = inhibition, hits mostly inhibitors; Glutaminase kidney isoform, mitochondrial (Homo sapiens), O94925; 410,000 compounds, 0.21% hits; note: potency is the fitted concentration of half-maximal effect; % is set by controls: 0 for no effect and ±100 for the full control effect
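Enzyme dispensed in phosphate buffer (45 mM, pH 8.2, 0.02% Tween-20), compounds pinned in, then 1 mM L-glutamine solution and the glutamate oxidase–HRP–Amplex Red mix added; fluorescence read immediately and again after 30 min at room temperature.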
USP1 inh – Inhibitors of USP1/UAF1: Primary Screen; Ubiquitin carboxyl-terminal hydrolase 1 (Homo sapiens), O94782; recombinant USP1/UAF1, Ub-Rhodamine cleavage fluorescence; Potency, µM (doses to about 57.1 µM), for the others: top-dose activity change, negative = inhibition, most hits filed as inhibitors; 390,000 compounds, 0.23% hits; AID 743255, 2014; note: potency is the fitted concentration of half-maximal effect; % is set by controls: 0 for no effect and ±100 for the full control effect; nearly all actives have a fitted effect of over 60% in size; inactives centre near -12
Target sequence (O94782 whole entry, looked up): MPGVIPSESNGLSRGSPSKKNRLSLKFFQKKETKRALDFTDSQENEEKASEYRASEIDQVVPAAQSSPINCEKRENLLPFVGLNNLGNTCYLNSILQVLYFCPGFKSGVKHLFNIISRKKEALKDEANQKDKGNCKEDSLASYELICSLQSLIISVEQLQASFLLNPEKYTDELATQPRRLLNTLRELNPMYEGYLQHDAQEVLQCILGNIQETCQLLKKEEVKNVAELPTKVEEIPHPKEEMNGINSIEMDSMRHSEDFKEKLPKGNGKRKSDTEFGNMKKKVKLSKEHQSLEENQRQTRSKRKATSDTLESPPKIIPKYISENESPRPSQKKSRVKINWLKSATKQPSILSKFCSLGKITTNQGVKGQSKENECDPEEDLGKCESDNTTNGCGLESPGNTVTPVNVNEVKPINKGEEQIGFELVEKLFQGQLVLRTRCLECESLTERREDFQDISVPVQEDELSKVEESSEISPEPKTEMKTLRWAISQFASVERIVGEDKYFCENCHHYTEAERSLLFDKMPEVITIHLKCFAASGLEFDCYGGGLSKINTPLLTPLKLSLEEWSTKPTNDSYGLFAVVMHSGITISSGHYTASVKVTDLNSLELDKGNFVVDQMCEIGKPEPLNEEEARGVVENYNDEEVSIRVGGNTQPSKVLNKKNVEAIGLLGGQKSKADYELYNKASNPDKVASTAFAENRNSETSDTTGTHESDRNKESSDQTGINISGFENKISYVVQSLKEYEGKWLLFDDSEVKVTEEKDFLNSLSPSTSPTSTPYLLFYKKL
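1 nM enzyme complex + cpd, 15 min RT; start with Ub-Rho 150nM final; kinetic fluorescence ex 480/em 540, 6 reads q60 s. Buffer 50mM HEPES pH 7.8, 0.5mM EDTA, 0.1 mg/ml BSA, 1mM TCEP, 0.01% Tween-20.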
PGK inhibitor – qHTS Assay to Find Inhibitors of Phosphoglycerate Kinase; Phosphoglycerate kinase, glycosomal (Trypanosoma brucei brucei), P07378; PGK/GAPDH coupled, Kinase-Glo luminescence, 60 min; Potency, µM (highest dose often 57.5 µM), for inactives: at the top dose activity change, negative = inhibition, most hits filed as inhibitors; 380,000 compounds, 0.043% hits; note: potency is the fitted concentration of half-maximal effect; % is set by controls: 0 for no effect and ±100 for the full control effect; nearly all actives have a fitted effect of over 60% in size
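Recombinant glycosomal PGK reaction used 1,3-bisphosphoglycerate generated in-well by GAPDH (100nM final) in 100mM TEA pH 7.6, 5mM MgCl2, 0.01% Tween-20. After 60 minutes at room temperature, ATP was read by Kinase-Glo Plus luminescence end-point.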
Pin1 inh – qHTS Assay to Find Inhibitors of Pin1 | Potency, µM (doses to about 115 µM), inactives show at the top dose activity, negative = inhibition, usual class: inhibitors | 390,000 compounds, 0.009% hits | Pin1 FP peptide displacement, HiFluor488, 10 min; active = well fitted inhibition curve with a large enough effect in the polarisation, with a control signal flat, not every such curve was filed as active; inconclusive = small, poorly fitted or top-dose-only effect, or effect the other way, or a change in a side signal; inactive = no such curve, though single readings can be large or run the other way; the % refers to the polarisation; note: potency is the fitted concentration of half-maximal effect; % is set by controls: 0 for no effect and ±100 for the full control effect
Target sequence (Q13526 whole entry, looked up): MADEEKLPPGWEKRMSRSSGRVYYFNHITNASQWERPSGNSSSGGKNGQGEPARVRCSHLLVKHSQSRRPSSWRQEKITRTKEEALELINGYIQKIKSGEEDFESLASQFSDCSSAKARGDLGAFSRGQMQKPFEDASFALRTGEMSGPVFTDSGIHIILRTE
TrxR1 substrate – qHTS Assay for Substrates of Mammalian Selenoprotein Thioredoxin Reductase 1 (TrxR1): qHTS; purified TrxR1 substrate turnover, NADPH consumption readout; Potency, µM (titrated, usually from 114 µM), for the others: top-dose activity change, negative = substrate turnover; 390,000 compounds, 0.01% hits; AID 588456, 2011; note: potency is the fitted concentration of half-maximal effect; % is set by controls: 0 for no effect and ±100 for the full control effect; nearly all actives have a fitted effect of over 50% in size
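Rat TrxR1, dispensed at 90 nM, was prereduced with 400 uM NADPH (final) for 5 min at ~22 deg C, then incubated with compound 15 min before 400 uM selenite. A first-read NADPH fluorescence drop versus no-compound background flagged substrates.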
* hit, by the source's call; i = inactive; ? = inconclusive; . = not tested or not shown; [ ] = another dose, or the depositor's remark. Unless noted, calls come from the whole dose curve; as a rule, active = well fitted curve in the direction sought with a large enough effect; inconclusive = small, poorly fitted or top-dose-only effect, or another doubt; inactive = no such curve, though single readings can be large; an effect the other way counts as inactive or inconclusive.

canonical_smiles	mIDH1 inhibitor	rTrxR1 inhibitor	PI4K2A inh	HP1b binding inh	GLS inhibitor	USP1 inh	PGK inhibitor	Pin1 inh	TrxR1 substrate
O=C(c1ccc2n[nH]nc2c1)N1CCN(c2ccc(C(F)(F)F)cn2)CC1	2%	23%	-2	64%[activator]	-1%	-22%	i	1%	8%
O=C(CSc1ccccc1)NC1CCCCCC1	-7%	19%	-2	33%	-1%	-26%	7%	-7%	2%
Cc1cc(C)cc(N2C(=O)CS(=O)(=O)C23C(=O)N(Cc2ccccc2)c2ccccc23)c1 (configuration not stated)	-5%	26%	-5	33%	1%	-21%	2%	32%[activator]	-1%
O=C(CNc1ccccc1)NNC1=NCCC1	-13%	25%	-2	24%	20%	-6%	-9%	-2%	0%
Cc1ccc(Nc2nc3c(c(=O)[nH]c(=O)n3C)n2Cc2ccc(F)cc2)cc1	10%	10%[57.1 µM]	9	23%	1%	-11%	-6%	7%	6%
COc1cccc(CCNC(=O)Cn2c(-c3cccs3)cc3ccccc32)c1	6%	29%	-3	26%	0%	-7%	5%	?	29%
CCOC(=O)N1CCN(C(=O)CCSc2ccc(C)cc2)CC1	1%	-1%[57.1 µM]	-7	4%	?	0%	-3%	-4%	4%[57.1 µM]
COc1ccc(CCNC(=O)CN(c2cccc([N+](=O)[O-])c2)S(C)(=O)=O)cc1OC	-7%	15%	-5	66%[activator]	4%	-13%	0%	-2%	-2%
COc1ccc(-c2cc3c(=O)n(CC(=O)NCCCc4ccccc4)ncn3n2)cc1	-5%	16%[57.1 µM]	-1	14%	-2%	-15%	i	8%	3%[57.1 µM]
Cc1[nH]n(-c2ccc([N+](=O)[O-])cc2)c(=O)c1C=NCCc1c[nH]c2ccccc12	-2%	9%	-5	43%[activator]	-7%	-21%	-6%	5%	13%[57.1 µM]
Cc1ccc(C)c(S(=O)(=O)N2CCCC2CNC(=O)C(=O)NCc2ccccc2C)c1 (configuration not stated)	-5%	-6%[57.1 µM]	0	0%	-4%	-4%	i	22%	-7%[57.1 µM]
CCCC/C(O)=C1\C(=O)CC(C)(C)CC1=Nc1ccccc1OC	0%	10%	1	46%[activator]	10%	-20%	1%	1%	-3%
COCCNc1cc(C)nc2c(-c3ccccc3OC)c(C)nn12	-7%	8%	-3	42%[activator]	0%	-14%	-10%	-7%	-4%
CCOC(=O)Cc1cc(=O)[nH]c(=O)[nH]1	-2%	11%	3	23%	-11%	-14%	-4%	-16%	0%
O=C(C1CCN(S(=O)(=O)c2cccs2)CC1)N1CCN(c2cccc(Cl)c2)CC1	-9%	1%	-2	26%	1%	8%	-2%	8%	-4%
CC1CCN(CC(=O)N2CCc3ccccc32)CC1	0%	20%	-2	44%[activator]	2%	-14%	7%	-2%	5%
CC(C)(C)c1nc2c(C#N)c(-c3ccc(Cl)cc3)ccn2n1	10%	-13%	-9	30%	4%	-18%	-3%	4%	-2%
CC1(C)N=C(SCc2ccc(F)cc2)c2ccccc2N1	7%	9%	1	350%[activator]	-13%	-13%	-1%	-5%	4%
Cc1c(C(=O)N2CCc3ccccc32)oc2c1C(=O)CC(C)(C)C2	-1%	-2%	-3	-25%	1%	-13%	2%	1%	8%
O=C(C[C@H]1C/C=C\CC[C@H](Cc2ccc(F)cc2)C(=O)O[C@H](c2ccccc2)CNC1=O)N[C@H](CO)Cc1ccccc1	-8%	14%	2	11%	1%	-15%	-2%	-3%	-3%
CCOc1ccc(NC(=O)C(=O)NCCN2CCN(S(=O)(=O)c3ccc(C)cc3)CC2)cc1	-13%	10%	-1	1%	2%	3%	-6%	-4%	3%[57.1 µM]
O=C(COC(=O)CSc1ccc(Cl)cc1)NCCc1ccccc1	-5%	-12%	-5	44%[activator]	3%	2%	0%	4%	-13%
Cc1ccc(-n2ncc3c(N4CCN(Cc5ccccc5)CC4)ncnc32)cc1C	-1%	-7%[57.1 µM]	-1	47%[activator]	21%	-28%	-3%	-3%	-6%[57.1 µM]
COc1ccc(C(=O)NC2CCCc3ccccc32)c(OC)c1OC (configuration not stated)	5%	23%[57.1 µM]	-7	19%	-11%	-11%	i	-4%	-15%[57.1 µM]
Cc1c(/C=N/NC(=O)C(C)(C)Oc2ccc(Cl)cc2)cnn1C	-1%	5%	2	25%	3%	-12%	7%	-9%	-6%

2 neighbouring compounds from above, quoted:
canonical_smiles	mIDH1 inhibitor	rTrxR1 inhibitor	PI4K2A inh	HP1b binding inh	GLS inhibitor	USP1 inh	PGK inhibitor	Pin1 inh	TrxR1 substrate
O=C(c1ccc2n[nH]nc2c1)N1CCN(c2ccc(C(F)(F)F)cn2)CC1	2%	23%	-2	64%[activator]	-1%	-22%	i	1%	8%
O=C(CSc1ccccc1)NC1CCCCCC1	-7%	19%	-2	33%	-1%	-26%	7%	-7%	2%

(next part)
Structure | mIDH1 inhibitor | rTrxR1 inhibitor | PI4K2A inh | HP1b binding inh | GLS inhibitor | USP1 inh | PGK inhibitor | Pin1 inh | TrxR1 substrate
O=C1NCCCCC1NS(=O)(=O)c1cccc2ccccc12 (configuration not stated) | -4% | 11% | 9 | 37% | -3% | -12% | 1% | 1% | 5%
Cc1cc2cc(CCNC(=O)C(=O)c3c[nH]c4ccccc34)c(=O)[nH]c2cc1C | -21% | 3% | 2 | 20% | -4% | -24% | 1% | 24% | -4%
O=C(COC(=O)c1cn(-c2ccccc2)nc1-c1ccccc1)c1cccc([N+](=O)[O-])c1 | 0% | -8% | 0 | -7% | 3% | -18% | 10% | -2% | -8%
CN1CCN(Cc2c(C(=O)N3CCc4ccccc4C3)nc3ccc(Cl)cn23)CC1 | -2% | -6% | 1 | 21% | -1% | -10% | 7% | 1% | 0%
COc1ccc(N=C(C)C2=C(O)COC2=O)cc1 | 1% | 15%[57.1 µM] | -3 | 35%[activator] | 5% | -23% | i | -11% | -11%
O=C(CNC(=O)c1ccco1)Nc1ccc(OC(F)F)cc1 | -26% | -7% | 5 | 14% | 1% | -12% | 5% | 5% | 2%
Cc1c(NC(=O)/C=C/c2cccs2)c(=O)n(-c2ccccc2)n1C | 6% | -18% | 2 | 32%[activator] | 0% | -18% | i | -14% | -15%
CC1CCCC2(C1)NC(=S)N(c1ccccc1)N2 (configuration not stated) | 1% | -15% | -2 | 51% | 16% | -22% | 0% | -8% | -8%
O=C(CSc1nc(-c2ccco2)cc(C(F)(F)F)n1)Nc1ccccc1C(F)(F)F | 0% | 22% | 1 | 25% | 17% | -7% | 9% | -2% | 13%
CCn1c(=O)cc(SCC(=O)N2CCN(C(=O)c3ccco3)CC2)c2ccccc21 | 11% | -5% | 3 | 28% | -2% | -7% | -1% | -1% | 2%
Cc1ccc(Cn2ccc(NC(=O)c3cc(-c4ccc(Cl)cc4)on3)n2)cc1 | 2% | 17% | -1 | 27% | 5% | -8% | -2% | 3% | 10%
CC(=O)N1CCN(c2ccc(NC(=O)c3ccc(OCc4ccccc4)cc3)cc2)CC1 | -5% | 26% | 0 | 14% | -9% | -20% | . | 2% | 5%
CC(C)(C)c1ccc(O)c(N=Cc2cc(Br)ccc2O)c1 | -4% | 5%[57.1 µM] | 0 | ? | ? | ? | 2% | ? | -8%

Whole records as entered above. Screens in order: mIDH1 inhibitor	rTrxR1 inhibitor	PI4K2A inh	HP1b binding inh	GLS inhibitor	USP1 inh	PGK inhibitor	Pin1 inh	TrxR1 substrate
O=C(CNC(=O)c1ccco1)Nc1ccc(OC(F)F)cc1 across the screens: -26%	-7%	5	14%	1%	-12%	5%	5%	2%
Cc1c(NC(=O)/C=C/c2cccs2)c(=O)n(-c2ccccc2)n1C across the screens: 6%	-18%	2	32%[activator]	0%	-18%	i	-14%	-15%

Screens as filed in PubChem BioAssay.

Only part of the results is shown; rates above refer to the full screens.
